Assay outcomes from PubChem.
Bcl-B displacement – displacers of TR3 peptide from Bcl-B, primary screen, selectivity assay for Bfl-1 inhibitor project, biochemical, fluorescence polarization | FP displacement of FITC-TR3 peptide from Bcl-B; higher % means a stronger effect | displacement, % at 20 µM; hits with a dose series show IC50 in µM | hit rate 0.11% among 96,000 | AID 748;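 active = displacement above 50% at 20 µM plus a fluorescence interference ratio under 1.5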;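 note: plate controls were wells without compound for no effect and wells lacking Bcl-B protein for full effect; a part of the inactive calls stands beside numbers as strong as those of hits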
MRP reversal – compounds reversing MRP-mediated drug resistance; H69AR cells + 2 uM doxorubicin, CellTiter-Glo, 72 h; differential viability (reversal), % at 10 µM; hit rate 0.04% among 85,000; AID 602;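 active = viability drop by adding the cancer drug above about 55%, with treated viability meeting a 40% cutoff, limit read from the data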;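 note: viability without doxorubicin minus viability with 2 µM doxorubicin for each compound; larger differential means the compound sensitizes cells more to doxorubicin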
NFkB transloc inh – blocks IL-1B driven NFkB nuclear translocation in HUVEC cells. hit rate 0.43% among 94,000. HUVEC IL-1B NFkB p65 nuclear translocation imaging. inhibition, % at 2 µM;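 active = inhibition above about 30% together with a positive call from visual inspection of the well image, limit read from the data; inconclusive = inhibition above a set limit but visual check negative; inactive = inhibition not above a set limit, visual check negative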;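 note: nuclear over cytoplasmic p65 intensity ratio measured by imaging; 0% = IL-1B stimulated DMSO wells and 100% = unstimulated DMSO wells; values of inactives mirror those of a sister screen read the other way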
PLAP inhibitors HTS – inhibition of human placental alkaline phosphatase – biochemical, luminescence, HTS (AID 690) | purified PLAP, luminescent substrate; higher % means a stronger effect | inhibition, % at 20 µM, or IC50 in µM where a hit was titrated | hit rate 0.08% among 96,000; in the data active = a potency from the dose series; inactive = the rest, 99 in 100 with inhibition below about 30%; note: strong numbers were not always called active
IL1B NFkB pot – enhances IL-1B driven NFkB nuclear translocation. HUVEC IL-1B NFkB p65 nuclear translocation imaging. activation, % at 2 µM. hit rate 0.3% among 94,000. AID 819;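 active = activation above 40%, about the mean plus 3 SD, also judged a hit on visual image review; inconclusive = activation above 40% but not a hit on visual review; inactive = activation not above 40% and no visual hit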;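 note: percent activation is computed from the nuclear over cytoplasmic p65 intensity ratio; values of inactives mirror those of a sister screen read the other way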
MRP reversal cytotoxicity – second read-out of MRP reversal, no call of its own (marks repeat the call); viability, %; H69AR cells, CellTiter-Glo, 72 h; measured here: cytotoxicity without doxorubicin
MRP reversal with doxorubicin – also measured in MRP reversal; calls as there; viability, %; measured here: viability with 2 uM doxorubicin; hits give low values
NFkB transloc inh cell count 2 µM – further read-out of NFkB transloc inh, marked with its call; cell count; measured here: cells passing quality filter;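 raw number of nuclei counted in each imaged well without normalization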
IL1B NFkB pot cell count 2 µM – second read-out of IL1B NFkB pot, no call of its own (marks repeat the call); cell count; measured here: cells passing quality filter
Starred values were filed as active, the others as inactive; ? = inconclusive; . = not tested or not shown. Not all compounds are listed; the hit share may differ from the screen's.

SMILES	Bcl-B displacement	MRP reversal	MRP reversal cytotoxicity	MRP reversal with doxorubicin	NFkB transloc inh	NFkB transloc inh cell count 2 µM	PLAP inhibitors HTS	IL1B NFkB pot	IL1B NFkB pot cell count 2 µM
CCc1nnc(-n2nc(C)cc2-c2ccccc2)n1N	2%	-3	82	84	98*	6*	15%	-97	6
CC(C)(C)n1nnnc1C(c1cccs1)N1CCCC2(CCCCC2)C1 (stereo unspecified)	.	.	.	.	?	.	.	-48	109
O=C(Cn1nc(-c2ccccc2)ccc1=O)NCC1CCCO1 (stereo unspecified)	-6%	2	91	89	-3	158	13%	3	158
CN(C)c1ccc(-n2cc3c(=O)n(C)c(=O)n(C)c3c2)cc1	8%	-9	88	97	8	118	-47%	-8	118
CCc1nnc2sc(-c3ccc(NC(=O)c4ccco4)cc3)nn12	-2%	15	96	81	-2	109	6%	2	109
CCc1c(C(C)O)oc2ccc3c(C)cc(=O)oc3c12 (stereo unspecified)	12%	12	90	77	-2	168	-9%	2	168
Cc1ccnc(NC(=O)C2CCN(S(=O)(=O)c3cccc4nonc34)CC2)c1	0%	6	99	92	-14	182	6%	14	182
CCOC(=O)c1c(C)[nH]c(N=Nc2ccc(C)cc2)c1C	-6%	44	93	49	-11	195	-28%	11	195
COc1ccc(OC)c2[nH]c(=O)c(CCNC(=O)C(C)(C)C)cc12	3%	2	90	88	.	.	-8%	.	.
COc1cc(NC(=O)c2ccccc2)cc(OC)c1	-15%	3	84	80	.	.	-7%	.	.
Cc1cc(N)n2nc(C)c(-c3ccccc3)c2n1	-7%	-13	75	88	-3	176	-10%	3	176
COc1ccccc1NC1C=CS(=O)(=O)C1 (stereo unspecified)	-10%	6	92	87	9	119	9%	-9	119
Cc1ccccc1NC(=O)Cn1c(C)nc2ccc(NC(=O)C3CC3)cc2c1=O	-10%	-5	91	96	-6	189	1%	6	189
Cc1c(C2(c3c(C)n(C)n(-c4ccccc4)c3=O)C(=O)Nc3ccc(F)cc32)c(=O)n(-c2ccccc2)n1C	3%	-16	90	106	3	175	-60%	-3	175
COC(=O)c1ccc(/C(O)=C(\C#N)c2nc3ccccc3s2)cc1	-34%	-24	32	56	-8	131	-22%	7	131
CC(CCc1ccccc1)NC(=O)c1ccc(C(=O)NC(C)CCc2ccccc2)cc1 (stereo unspecified)	11%	13	93	79	6	156	83%	-5	156
CCCCC(=O)Nc1ccc2c(c1)oc1ccccc12	.	-11	62	73	-10	126	.	10	126
CCOC(=O)c1c(C)n(C)c2ccc(OC(C)C(=O)OC)cc12 (stereo unspecified)	6%	6	89	83	-4	171	6%	5	171
COc1ccc(-c2nnc(-c3cccs3)o2)cc1OC	-8%	-3	77	81	-8	171	9%	8	171
CCS(=O)(=O)N1CCC(C(=O)NCc2cc(OC)ccc2OC)CC1	3%	3	105	102	.	.	-25%	.	.
CCOC(=O)N1CCN(c2c(N3CCN(c4cccc(C(F)(F)F)c4)CC3)c(=O)c2=O)CC1	-3%	-3	74	77	5	141	-8%	-5	141
Fc1cccc(Cl)c1CNCc1ccccc1Cl	-4%	.	.	.	-12	175	27%	12	175
O=C(CCCn1cnc([N+](=O)[O-])n1)Nc1ccc(Cl)c(Cl)c1	0%	.	.	.	3	123	10%	-3	123
CC(=O)C1=C(O)C(=O)N(c2cccnc2)C1c1ccc(Cl)cc1 (stereo unspecified)	-6%	3	100	98	.	.	-1%	.	.
Cc1cccc(CCNC(=O)CN(C)S(=O)(=O)c2ccc3c(c2)c(=O)n(C)c(=O)n3C)c1	0%	3	80	77	-18	63	10%	18	63
OCCN(C=NC1=NN(c2cccc(C(F)(F)F)c2)CC1)CCO	-9%	.	.	.	-11	162	11%	11	162
COCCCn1c(-c2ccsc2)nc2c1c(=O)[nH]c(=O)n2Cc1ccccc1	-22%	5	75	70	0	159	-24%	0	159
CCc1ccc(Cn2nnc(C(=O)NCc3ccccc3OC)c2N)cc1	-32%	10	85	75	-2	176	3%	2	176
Cc1ccc(-n2ncc3c(=O)[nH]c(SCC(=O)N4CCCc5ccccc54)nc32)cc1	-4%	-24	32	56	5	164	-15%	-5	164
O=C(Cn1ncc2c(=O)oc3ccccc3c21)Nc1nc2ccccc2s1	-15%	-4	84	88	5	114	16%	-5	114
CCn1c2ccccc2c2nnc(SCC(=O)Nc3ncccn3)nc21	12%	15	100	85	.	.	12%	.	.
c1ccc(-n2ncc3c(N4CCCCC4)ncnc32)cc1	-2%	.	.	.	2	148	-57%	-2	148
CCC(Sc1ncccn1)C(=O)Nc1cc(C)on1 (stereo unspecified)	.	-1	92	93	-11	129	.	11	129
Cn1c(SCC(=O)c2ccc3c(c2)OCCO3)nnc1C1CC1	.	5	106	101	6	136	.	-6	136
COc1ccccc1NS(=O)(=O)c1ccc(Br)s1	-30%	.	.	.	7	208	-4%	-7	208
CN(CC(CC(=O)Nc1nncs1)c1ccccc1)S(=O)(=O)c1ccc(Br)cc1 (stereo unspecified)	-8%	-3	82	85	10	55	-45%	-10	55
C=CCNC(=O)c1ccc(Sc2ccc(C)cc2)c([N+](=O)[O-])c1	7%	.	.	.	2	124	-13%	-2	124
CCCCOc1ccc(OCCCC)c2c1NC1(N2)C(=O)N(C(C)=O)c2ccccc21	-50%	-3	64	67	0	178	-7%	0	178
Cn1nnnc1SCC(=O)NCc1ccco1	-3%	-5	97	102	2	158	21%	-2	158
O=C1OCCC1Sc1nnc(-c2ccco2)o1 (stereo unspecified)	.	7	99	91	-12	118	.	12	118
CC(C)CNS(=O)(=O)c1ccc(S(=O)(=O)N2CCN(CCC#N)CC2)cc1	-2%	7	98	91	.	.	2%	.	.
COC(=O)c1cc(-c2ccc(Br)cc2)on1	-1%	8	105	97	-11	168	8%	11	168
CCN(CC)C(=O)CSc1nnc(SCc2ccc(Cl)cc2)s1	6%	-11	82	93	1	160	9%	-1	160
COC(=O)c1c(C)n(-c2ccccc2)c2ccc(O)cc12	0%	-21	19	40	-1	162	-1%	1	162
COc1ccc(CCNC(=O)C2CCCN2C(=O)Nc2cccc(C(C)=O)c2)cc1OC (stereo unspecified)	4%	18	83	66	-2	128	5%	3	128
CCCc1[nH][nH]c(=O)c1C(c1ccccc1)C(C#N)C#N (stereo unspecified)	0%	6	90	85	3	148	-79%	-3	148
CCCCCn1c(CN2CCN(CCO)CC2)nc2c1c(=O)n(C)c(=O)n2C	-1%	-9	75	85	-28	54	-30%	28	54
C=CCNC(=O)C(C)N1C(=O)c2ccccc2C1=O (stereo unspecified)	-5%	7	104	98	-27	134	-4%	27	134
N#C/C(=C\c1ccc[nH]1)C(=O)NC1CC1	5%	-3	98	101	-4	168	22%	2	71
COc1cc2[nH]c(=S)n(CCN3CCCCC3C)c(=O)c2cc1OC (stereo unspecified)	-7%	9	82	72	.	.	-70%	.	.
Cc1ccc(OCC(=O)NNC(=O)CCC(=O)Nc2ccc(C)cc2C)cc1	-4%	.	.	.	1	139	7%	-1	139
CCSc1nnc(NC(=O)c2cccs2)s1	-32%	-14	87	102	.	.	15%	.	.
Cc1ccc(S(=O)(=O)N(CC(=O)NCCC2=CCCCC2)Cc2ccccc2F)cc1	-12%	.	.	.	-12	165	4%	12	165
Cc1csc(Sc2nc3c(c(=O)[nH]c(=O)n3C)n2CCCc2ccccc2)n1	-2%	.	.	.	2	133	9%	-2	133
CCOCC(=O)Nc1ccc(S(=O)(=O)NCCc2ccccc2)cc1	-2%	1	15	14	2	195	16%	-2	195
COCCCNc1ncnc2c1cnn2-c1ccc(C)cc1C	0%	.	.	.	-13	137	-31%	13	137
COc1cc(C)c(Br)cc1S(=O)(=O)N1CCOCC1	.	6	82	76	-6	149	.	6	149
O=C(Nc1cc(=O)[nH]c2ncnn12)c1ccccc1	1%	.	.	.	-9	170	3%	9	170
COc1ccccc1N1CCN(Cc2ccc(O)c3ncccc23)CC1	-1%	.	.	.	8	150	-203%	-8	150
FC(F)(F)c1cccc(NC(=S)NCCc2ccccn2)c1	6%	.	.	.	-4	120	-2%	4	120

Later entries:
SMILES	Bcl-B displacement	MRP reversal	MRP reversal cytotoxicity	MRP reversal with doxorubicin	NFkB transloc inh	NFkB transloc inh cell count 2 µM	PLAP inhibitors HTS	IL1B NFkB pot	IL1B NFkB pot cell count 2 µM
Nc1c(S(=O)(=O)c2cccs2)c2nc3ccccc3nc2n1Cc1cccs1	-6%	0	66	66	-5	103	11%	5	103
O=C(Oc1cccc2c(OC(=O)N3CCOCC3)cccc12)N1CCOCC1	-11%	.	.	.	-4	190	-2%	5	190
N#CC(c1ccccc1F)(c1ncc(C(F)(F)F)cc1Cl)N1CCOCC1 (stereo unspecified)	-1%	.	.	.	-2	155	-17%	2	155
CCOC(=O)NC1(Nc2ccc(Cl)cn2)Oc2ccccc2O1	8%	-28	28	56	10	192	39%	-10	192
CC(C)(C)c1ccc(OCCON2C(=O)CCC2=O)c(Cl)c1	10%	5	94	90	-12	42	-4%	12	42
Cc1cccc(NC(=O)c2cc(NC(=O)CCCC(=O)O)ccc2Cl)n1	6%	-2	97	99	-12	188	-33%	12	188
O=C(O)c1ccc(NS(=O)(=O)c2cccc3cccnc23)cc1	-9%	7	91	84	10	139	20%	-10	139
CCCn1nc(Oc2nc(SC)nc(N(C)C)n2)ccc1=O	-26%	7	83	76	-5	152	-21%	5	152

Grouped by structure: those above with an NH in an aromatic ring (nine)
SMILES	Bcl-B displacement	MRP reversal	MRP reversal cytotoxicity	MRP reversal with doxorubicin	NFkB transloc inh	NFkB transloc inh cell count 2 µM	PLAP inhibitors HTS	IL1B NFkB pot	IL1B NFkB pot cell count 2 µM
CCOC(=O)c1c(C)[nH]c(N=Nc2ccc(C)cc2)c1C	-6%	44	93	49	-11	195	-28%	11	195
COc1ccc(OC)c2[nH]c(=O)c(CCNC(=O)C(C)(C)C)cc12	3%	2	90	88	.	.	-8%	.	.
COCCCn1c(-c2ccsc2)nc2c1c(=O)[nH]c(=O)n2Cc1ccccc1	-22%	5	75	70	0	159	-24%	0	159
Cc1ccc(-n2ncc3c(=O)[nH]c(SCC(=O)N4CCCc5ccccc54)nc32)cc1	-4%	-24	32	56	5	164	-15%	-5	164
CCCc1[nH][nH]c(=O)c1C(c1ccccc1)C(C#N)C#N (stereo unspecified)	0%	6	90	85	3	148	-79%	-3	148
N#C/C(=C\c1ccc[nH]1)C(=O)NC1CC1	5%	-3	98	101	-4	168	22%	2	71
COc1cc2[nH]c(=S)n(CCN3CCCCC3C)c(=O)c2cc1OC (stereo unspecified)	-7%	9	82	72	.	.	-70%	.	.
Cc1csc(Sc2nc3c(c(=O)[nH]c(=O)n3C)n2CCCc2ccccc2)n1	-2%	.	.	.	2	133	9%	-2	133
O=C(Nc1cc(=O)[nH]c2ncnn12)c1ccccc1	1%	.	.	.	-9	170	3%	9	170
